Screening results (PubChem BioAssay)
TRPC4 act: activators of mouse TRPC4 channel | HEK293 TRPC4beta/mu-opioid, Fluo4 calcium fluorescence; hits give high values | B-score at 10 µM | 0.49% of 310,000 active | AID 2237;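 active means B-score above 5 SD of library B-scores, and initial fluorescence ratio not above library mean plus 5 SD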;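 further: positive B-score marks a calcium rise read as TRPC4 activation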
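Material: TRPC4beta and mu-opioid receptor HEK293 stable cells | Incubation: 45 min room-temperature Fluo4 loading, 110 s read | Detection: Kinetic Fluo4 calcium fluorescence | Measure: Integrated baseline-normalised fluorescence ratio, converted to per-well B score | Benchmarks: Low control buffer alone, high control maximal DAMGO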
HDAC3 inhib: inhibitors of human histone deacetylase 3; recombinant HDAC3, fluorogenic peptide/trypsin coupled, fluorescence; O15379; inhibition, % at 8.3 µM; 0.15% of 320,000 active; in the data active means inhibition above about 26%, passing the limit was not always enough; inconclusive means no clear call, values can overlap the other calls
TRPC4 PAM: TRPC4 (mouse) allosteric potentiation | Q9QUQ5 | HEK293 TRPC4beta/mu-opioid, DAMGO EC20, Fluo-4 Ca2+ flux; hits give high values | B-score at 10 µM | 0.42% of 310,000 active | AID 2227;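 active means B-score of calcium response area above 5 SD of library B-scores, with initial fluorescence ratio within 5 SD of library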;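 further: B-score of integrated fluorescence ratio over time as area under calcium response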
hERG protect: shields human hERG channel from block by proarrhythmic agents. 0.51% of 310,000 active. Q12809. activation (rescue from dofetilide block), less the hit threshold, % at 10 µM. CHO-hERG, FluxOR thallium flux, dofetilide IC70 present;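 active means activation above the mean of controls blocked by dofetilide plus 5 SD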;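 further: thallium influx through hERG after potassium depolarization seen as dye fluorescence rise; in these data hits start at about 4.7%; inactives centre near -7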
KCNQ1 inh: inhibitors of human KCNQ1 potassium channel | 1.3% of 310,000 active | P51787 | B-score at 10 µM | CHO-K1 KCNQ1, FluxOR thallium flux fluorescence; hits give high values;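 active means compounds whose thallium flux B-score, printed positive for inhibition, exceeds three library SD while starting fluorescence stays within three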;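 further: channel opened by potassium depolarization with thallium stimulus after 20 min compound exposure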
Target sequence (P51787 whole entry, looked up): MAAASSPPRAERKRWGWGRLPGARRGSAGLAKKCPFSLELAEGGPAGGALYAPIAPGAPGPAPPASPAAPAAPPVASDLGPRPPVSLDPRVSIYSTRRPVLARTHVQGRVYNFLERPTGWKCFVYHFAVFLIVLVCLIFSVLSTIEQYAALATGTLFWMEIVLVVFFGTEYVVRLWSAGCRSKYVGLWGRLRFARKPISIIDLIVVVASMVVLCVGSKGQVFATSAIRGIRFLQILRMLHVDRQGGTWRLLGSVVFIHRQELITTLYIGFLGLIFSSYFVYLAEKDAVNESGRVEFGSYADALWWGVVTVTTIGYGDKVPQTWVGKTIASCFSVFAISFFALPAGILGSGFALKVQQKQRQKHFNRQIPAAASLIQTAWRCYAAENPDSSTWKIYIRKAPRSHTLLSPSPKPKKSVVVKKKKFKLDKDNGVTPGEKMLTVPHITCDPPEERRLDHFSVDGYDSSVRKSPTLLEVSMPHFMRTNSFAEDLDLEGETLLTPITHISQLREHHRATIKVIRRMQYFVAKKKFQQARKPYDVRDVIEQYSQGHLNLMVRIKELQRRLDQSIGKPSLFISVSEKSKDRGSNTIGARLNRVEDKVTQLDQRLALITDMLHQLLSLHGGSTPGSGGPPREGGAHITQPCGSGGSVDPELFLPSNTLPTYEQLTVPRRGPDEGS
TMEM16A inh: inhibitors of mouse TMEM16A calcium-activated chloride channel. Q8BHY3. HEK293 TMEM16A/YFP iodide influx fluorescence, ionomycin. normalized B-score (activity score, 25-100; higher = stronger inhibition) at 10 µM. 1.2% of 310,000 active;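 active means ratio plate-corrected score three or more library SD toward inhibition, starting fluorescence score within five deviations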;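 further: score derived from kinetic fluorescence span divided by baseline fluorescence per well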
KCNK9 block: human KCNK9 channel inhibition | 1.2% of 310,000 active | HEK293 KCNK9, FluxOR thallium flux fluorescence; hits give low values | Q9NPC2 | B-score at 10 µM | AID 488922;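 active means ratio B-score over 3 SD below the library mean, with starting fluorescence within 5 SD of its mean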;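 further: negative B-score means less thallium flux so channel inhibition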
Dyrk1A ADPGlo: blocks rat Dyrk1A kinase activity; ADP-Glo luminescence, NFATc1 peptide; inhibition, % at 12.5 µM; 0.43% of 310,000 active; AID 504441; in the data active means inhibition above about 50%;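 further: plate controls were vehicle with enzyme for no effect and no enzyme for full effect; many of its hits are not listed in these tables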
ANO1 activ: activates or potentiates the mouse TMEM16A chloride channel. AID 623877. Q8BHY3. B-score at 10 µM. 0.3% of 340,000 active. HEK293 TMEM16A/YFP-H148Q/I152L, iodide quench fluorescence; hits give low values;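 active means fluorescence-ratio B-score plate-corrected deviation score at least 3 library SD below zero, with starting fluorescence score within 5 deviations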;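 further: channel opened by trigger with iodide after compound preincubation; score built on the fluorescence ratio of max minus min over baseline; more negative score means more quench and so TMEM16A activation or potentiation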
KCNK3 block: human KCNK3 channel inhibition, primary screen | B-score at 10 µM | CHO-KCNK3 thallium flux, FluxOR fluorescence; hits give low values | O14649 | 0.84% of 340,000 active;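 active means B-score under library mean minus 4 SD, starting fluorescence ratio at most library mean plus 5 SD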;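 further: more negative B-score means stronger inhibition of thallium flux through KCNK3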
KCNQ1 pot: potentiates or activates the human KCNQ1 potassium channel. CHO-K1 KCNQ1, thallium flux FluxOR fluorescence; hits give high values. 0.35% of 310,000 active. P51787. B-score at 10 µM;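 active means fluorescence ratio B-score, a plate-corrected score, at least three library SD, with initial intensity B-score within 5 SD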
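Doses: Single concentration per compound, DMSO matched to controls | Test system: KCNQ1-transfected CHO-K1 cells | Timing: 90 min dye loading and 20 min compound exposure, both at room temperature | Measured by: Kinetic FluxOR thallium fluorescence, 10-s 1-Hz baseline, 110-s post-stimulus read | Medium: Assay buffer with matched DMSO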
* marks the source's active call; other numbers are inactive results; i = inactive; ? = inconclusive; · = not tested or not shown; & = joins results of further samples. These rows are one share of the data, so the mix of outcomes need not match the whole.

structure,TRPC4 act,HDAC3 inhib,TRPC4 PAM,hERG protect,KCNQ1 inh,TMEM16A inh,KCNK9 block,Dyrk1A ADPGlo,ANO1 activ,KCNK3 block,KCNQ1 pot
CN(C)c1ccc(C(C(=O)NCC2CCCO2)N(Cc2ccccc2)C(=O)c2snc(C(N)=O)c2N)cc1 (stereo not drawn),i,2,i,-28,i,i,i,-5,i,i,i
O=C(COC(=O)Cc1cccc(C(F)(F)F)c1)Nc1cccc2ccccc12,i,-8,i,-8,i,i,i,-1,i,i,i
CCCCn1c(=O)[nH]c2c(oc3ccccc32)c1=O,i,·,i,-2,i,i,i,-2,i,i,i
O=C(Nc1ccc(OC(F)(F)F)cc1)c1ccc2nc[nH]c2c1,i,5,i,-11,i,i,i,0,i,i,i
O=C1CNC(=O)/C(=C\c2ccc(F)cc2)N1,i,3,i,-3,i,i,i,-2,i,i,i
Cc1[nH]c2ccccc2c1/C=N/NC(=O)c1ccccc1,i,4,i,-4,i,i,i,8,i,i,i
Cc1nn(Cc2c(Cl)cccc2Cl)c(C)c1NC(=O)/C=C/c1cnn(C)c1C,i,-4,i,-8,i,i,i,-1,i,i,i
O=C(NCCC1CCCCN1S(=O)(=O)c1ccccc1)C(=O)Nc1ccccc1 (stereo not drawn),i,·,i,-15,i,i,i,-3,i,i,i
Nc1c(-c2ccccc2)c(CN2CCOCC2)nn1-c1ccc(C(=O)O)cc1,i,4,i,0,i,i,i,-2,i,i,i
CCCS(=O)(=O)c1nc(S(=O)(=O)c2ccc(C)cc2)c(N2CCOCC2)s1,i,-2,i,-9,i,i,i,-11,i,i,i
CCCCN(CC)C(=O)c1oc2ccc(S(=O)(=O)N3CCCC3)cc2c1C,i,0,i,-10,i,i,i,-1,i,i,i
CC(C)CC(c1nnnn1Cc1ccc2c(c1)OCO2)N1CCC(C(N)=O)CC1 (stereo not drawn),i,4,i,-2,i,i,i,4,i,i,i
CN1CCN(C(=O)CN(c2cc(C(F)(F)F)ccc2Cl)S(C)(=O)=O)CC1,i,0,i,-1,i,i,i,-4,i,i,i
Cc1cc(C)cc(C(=O)N2CCN=C2c2ccccc2)c1,i,-2,i,-3,i,i,i,-1,i,i,i
CCOc1ccccc1/C=C/c1cc(C(=O)O)c2ccccc2n1,i,-16,i,-2,i,i,i,-3,i,i,i
O=C(NCC1CCCO1)c1ccc2c(c1)S(=O)(=O)c1ccccc1C2=O (stereo not drawn),i,-2,i,-7,i,i,i,-1,i,i,i
CCN(CC(=O)NCc1cccs1)C(=O)c1ccc(-c2cccc(C(F)(F)F)c2)o1,i,·,i,-15,i,i,i,8,i,i,i
CCC(C)NC(=O)c1ccccc1NC(=O)CN(c1cc(C)ccc1OC)S(C)(=O)=O (stereo not drawn),i,-8,i,-3,i,i,i,3,i,i,i
COc1ccc(NC(=O)NNC(=O)c2ccc3ccccc3c2O)c(OC)c1,i,-21,i,-5,i,i,i,0,i,i,i
CSc1c(CC(=O)Nc2ccccc2)n(Cc2ccccc2)c2ccccc12,i,-1,i,-12,i,i,i,-5,i,i,i
CCn1cc(/C=N\NC(=O)COc2cccc(C)c2C)c(C)n1,i,2,i,-6,i,i,i,-3,i,i,i
CCc1ccc(N(CC(=O)NCc2ccc(F)cc2)C(=O)c2csnn2)cc1,i,·,i,-13,i,i,i,-2,i,i,i
O=C(CSc1ccc2ccccc2c1)Nc1ncccn1,i,-1,i,-4,i,i,i,2,i,i,i
CCOC(=O)C1=C(N)n2c(s/c(=C\c3cccnc3)c2=O)=C(C(=O)OC)C1c1cccnc1 (stereo not drawn),i,-4,i,-5,i,i,i,0,i,i,i
OC(COCC1COc2ccccc2O1)CN1CCN(c2ccccn2)CC1 (stereo not drawn),i,-3,i,-5,i,i,i,-1&-11,i,i,i
Oc1cccc(-c2nc3ccc4ccccc4c3c3c2CCC3)c1,i,2,i,-11,i,i,i,-5,i,-19*,i
O=C(O)c1ccccc1/C=N/NC(=S)NCc1ccccc1,i,·,i,-3,i,i,i,1,-12*,i,i
Nc1ccc2nc(CCc3ccccc3)[nH]c2c1,i,?,i,-3,i,i,i,-9,i,i,i
O=S(=O)(Nc1cccc(-n2cnnn2)c1)c1ccc(Cl)cc1,i,3,i,-3,i,i,i,-1,i,i,i
O=C(CN1CCOCC1)N1c2ccccc2Sc2ccccc21,i,-2,i,-4,i,i,i,-1,i,i,i
COc1ccc(Cn2nnc3c(C)n[nH]c(=O)c32)cc1,i,-2,i,-2,i,i,i,-1,i,i,i
O=C(NCCc1ccc(Cl)cc1)C1CCN(S(=O)(=O)N2CCCC2)CC1,i,0,i,-2,i,i,i,-10,i,i,i
Cn1nccc1NC(=O)Nc1cccc([N+](=O)[O-])c1,i,0,i,-15,i,i,i,7,i,i,i
CC1CC(C)(C)NC(=S)N1CCCC(=O)Nc1ccc(F)c(F)c1 (stereo not drawn),i,7,i,-17,i,i,i,7,i,i,i
CCOC(=O)N1CCC(NC(=O)c2cc(C(=O)Nc3ccc(OC)c(OC)c3)ccc2CO)CC1,i,1,i,-5,i,i,i,-6,i,i,i
CCCCCOc1ccc(/C=c2\sc3nc(=O)c(-c4ccccc4)nn3c2=O)cc1OC,i,-5,i,-13,i,i,i,-2,i,i,i
CC(OC(=O)c1ccc2ccccc2n1)C(=O)Nc1ccc(N2CCOCC2)cc1 (stereo not drawn),i,6,i,-7,i,i,i,6,i,i,i
COc1ccc(OCC(=O)N/N=C(/C)Cc2ccccc2)cc1,i,-2,i,-12,i,i,i,-59,i,i,i
COc1cccc(-n2c(C)n[nH]c2=O)c1,i,-6,i,-7,i,i,i,-3,i,i,i
CC(C)(C)c1ccc(C(=O)Nc2nnc(SCC(=O)NCC3CCCO3)s2)cc1 (stereo not drawn),i,1,i,-8,i,i,i,-4,i,i,i
O=C(Nc1ccccc1C(F)(F)F)N1CCN(c2ccc3nnc(-c4ccc(F)cc4)n3n2)CC1,i,·,i,-13,i,i,i,1,i,i,i
COc1cc2c(cc1OC)C(C(=O)NCCN(C)C)C(c1cccs1)N(C)C2=O (stereo not drawn),i,20,i,-8,i,i,i,1,i,i,i
CCC(Oc1ccccc1)C(=O)O/N=C(\N)c1ccc(OC)c(OC)c1 (stereo not drawn),i,?,i,-5,i,i,i,-3,i,i,i
O=C(Nc1ccccc1C(=O)N1CCOCC1)C1CCC(=O)N1C1CCCC1 (stereo not drawn),i,0,i,-4,i,i,i,-4,i,i,i
CCc1ccc(NC(=S)N(CCCN2CCOCC2)Cc2ccccn2)cc1,i,5,i,-7,i,i,i,-1,i,i,i
O=C(CN1C(=O)/C(=C/c2ccccc2Cl)SC1=S)NC1C=CS(=O)(=O)C1 (stereo not drawn),i,-1,i,-3,i,i,i,3,i,i,i
Cc1ccc(C2C3=C(CCCC3=O)Nc3nc(SCC(=O)NCc4ccco4)[nH]c(=O)c32)cc1 (stereo not drawn),i,-21,i,-6,i,i,i,4,i,i,i
CCCCN(C)C(=O)c1nc2ccccn2c1CN1CCN(C/C=C/c2ccccc2)CC1,i,-4,i,-7,i,i,i,-6,i,i,i
COc1ccc(OC)c(S(=O)(=O)N2CCC(C(=O)N3CCCCCC3)CC2)c1,i,1,i,-4,i,i,i,-9,i,i,i
COC(=O)c1onc(-c2c(C)cc(C)cc2C)c1C(=O)OC,i,-1,i,-6,i,i,i,-4,i,i,i
COc1ccc(C(CCN(Cc2ccc(OC)c(OC)c2)C(C)=O)c2ccccc2)cc1 (stereo not drawn),i,-2,i,-10,i,i,i,-4,i,i,i
COc1ccc2cc3cc(C(=O)Nc4cc(OC)c(OC)c(OC)c4)oc3nc2c1,i,6,i,-15,i,i,i,42,i,i,i
Clc1nc(-c2cccnc2)nc2scc(-c3ccccc3)c12,i,-6,i,-9,i,i,i,-2,i,i,i
N#Cc1cc(Nc2c(N)nc[nH]c2=O)c([N+](=O)[O-])cc1C#N,i,5,i,0,i,i,i,-5,i,i,i
O=S(=O)(NCc1cccnc1)c1ccc(Cl)s1,i,0,i,-7,i,i,i,3,i,i,i
Cc1cc(C)cc(NC(=O)c2cccn2-c2ncc(C(F)(F)F)cc2Cl)c1,i,1,i,-8,i,i,i,-5,i,i,i
CC(C)Cn1c(N)c(C(=O)COC(=O)c2cc(C(F)(F)F)nc3c(C(F)(F)F)cccc23)c(=O)n(C)c1=O,i,-6,i,-6,i,i,i,·,·,·,i
CCCN1C2CCCC1CC(NC(=S)Nc1cc(C)ccc1C)C2 (stereo not drawn),i,·,i,-11,i,i,i,-7,i,i,i
CC(C)(C)C(=O)OCc1nc(-c2ccc3c(c2)OCCO3)cs1,i,8,i,-4,i,i,i,·,i,i,i
Cc1ccc(S(=O)(=O)NCCNC(=O)CN2CCCC2)cc1,i,-2,i,-12,i,i,i,4,i,i,i
CN(C(=S)Nc1ccc(SC(F)F)cc1)C(c1ccccc1)c1ccccc1,i,7,i,-11,10*,i,i,3,i,i,i
COCC(C)NC(=O)c1ccc(Cl)c(Cl)c1 (stereo not drawn),i,4,i,0,i,i,i,-1,i,i,i
COC(=O)Nc1ccc2c(c1)N(C(=O)CCN1CCN3CCCC3C1)c1ccccc1S2 (stereo not drawn),i,0,i,-6,i,i,i,0,i,i,i
